# Fh CTSL1 inh: Fasciola hepatica cathepsin L1 inhibitors, primary screen, counter-screen for PFM18AAP inhibitor project, biochemical, QFRET, fluorogenic peptide substrate; recombinant F. hepatica cathepsin L1, Z-Leu-Arg-MCA fluorescence; inhibition, % at 5.96 µM; 300,000 compounds, 0.49% hits; AID 1906, 2009;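 active means inhibition above the mean of all tested compounds plus 3 SD, set per screening campaign, cut at about 17% in these data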;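 further: 0% = plate median of test compound wells and 100% = 1 µM Z-Phe-Ala-diazomethylketone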
# PP1 inh: PP1-alpha phosphatase inhibitors, primary screen, counter-screen for PP5 inhibitor project, biochemical, fluorescence, OMFP substrate, single point; inhibition, % at 6.7 µM; purified PP1alpha; 320,000 compounds, 0.9% hits;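 active means inhibition above the mean inhibition of all tested compounds plus 3 SD, computed separately for each screening campaign, cut at about 15% in these data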
# JMJD2C inh: inhibitors of GASC-1 histone demethylase, primary screen, biochemical, fluorescence, DELFIA europium; GST-JMJD2C(1-420) H3K9me3 demethylation; Lysine-specific demethylase 4C (Homo sapiens), Q9H3R0; 330,000 compounds, 0.069% hits; AID 2099, 2009; inhibition, % at 2.35 µM;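 active means more than half of a compound's replicate wells show inhibition beyond 50%, single wells judged on their own value; inconclusive means some, but no more than half, of replicates pass 50% inhibition; inactive means no replicate passes 50% inhibition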;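 further: signal counts dimethyl H3K9 product captured on neutravidin plate; 0% = median of DMSO wells and 100% = 0.3 times that DMSO median; strong numbers were not always called active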
# LYPLA2 counter: LYPLA2 inhibitors, primary screen, counter-screen for PME1 inhibitor project, biochemical, fluorescence polarization, FP-Rh probe ABPP | recombinant LYPLA2 | Acyl-protein thioesterase 2 (Homo sapiens), O95372 | 320,000 compounds, 0.38% hits | inhibition, % at 5.9 µM;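 active means inhibition above the screen-wide mean plus 3 SD, limit set per campaign, cut at about 26% in these data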;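 further: 0% = LYPLA2 with DMSO and 100% = wells lacking LYPLA2 enzyme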
# Target sequence (O95372 whole entry, looked up): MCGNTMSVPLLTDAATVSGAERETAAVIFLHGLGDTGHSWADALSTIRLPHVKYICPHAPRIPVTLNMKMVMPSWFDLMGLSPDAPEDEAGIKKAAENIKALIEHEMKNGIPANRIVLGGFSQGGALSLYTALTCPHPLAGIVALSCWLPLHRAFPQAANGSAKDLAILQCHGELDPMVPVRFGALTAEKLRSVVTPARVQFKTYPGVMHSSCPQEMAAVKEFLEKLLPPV
# PP5 inh: PP5 phosphatase inhibitors, primary screen, biochemical, fluorescence; Serine/threonine-protein phosphatase 5 (Homo sapiens), P53041; purified PP5c, OMFP substrate fluorescence; inhibition, % at 6.7 µM; 320,000 compounds, 0.18% hits;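 active means inhibition above the campaign's mean inhibition across all tested compounds plus 3 SD, cut at about 9.5% in these data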;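 further: 0% = DMSO only and 100% = 100 µM cantharidin control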
# PREPL inh: PREPL enzyme inhibitors, primary screen, biochemical, fluorescence polarization | Prolyl endopeptidase-like (Homo sapiens), Q4J6C6 | recombinant PREPL, fluorescence polarization activity-based probe | inhibition, % at 5.96 µM | 320,000 compounds, 0.68% hits | AID 2751, 2010; in the data active means inhibition above about 43%;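 further: 0% = enzyme with DMSO and 100% = wells lacking enzyme; many of its hits are not listed in these tables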
# Target sequence (Q4J6C6 whole entry, looked up): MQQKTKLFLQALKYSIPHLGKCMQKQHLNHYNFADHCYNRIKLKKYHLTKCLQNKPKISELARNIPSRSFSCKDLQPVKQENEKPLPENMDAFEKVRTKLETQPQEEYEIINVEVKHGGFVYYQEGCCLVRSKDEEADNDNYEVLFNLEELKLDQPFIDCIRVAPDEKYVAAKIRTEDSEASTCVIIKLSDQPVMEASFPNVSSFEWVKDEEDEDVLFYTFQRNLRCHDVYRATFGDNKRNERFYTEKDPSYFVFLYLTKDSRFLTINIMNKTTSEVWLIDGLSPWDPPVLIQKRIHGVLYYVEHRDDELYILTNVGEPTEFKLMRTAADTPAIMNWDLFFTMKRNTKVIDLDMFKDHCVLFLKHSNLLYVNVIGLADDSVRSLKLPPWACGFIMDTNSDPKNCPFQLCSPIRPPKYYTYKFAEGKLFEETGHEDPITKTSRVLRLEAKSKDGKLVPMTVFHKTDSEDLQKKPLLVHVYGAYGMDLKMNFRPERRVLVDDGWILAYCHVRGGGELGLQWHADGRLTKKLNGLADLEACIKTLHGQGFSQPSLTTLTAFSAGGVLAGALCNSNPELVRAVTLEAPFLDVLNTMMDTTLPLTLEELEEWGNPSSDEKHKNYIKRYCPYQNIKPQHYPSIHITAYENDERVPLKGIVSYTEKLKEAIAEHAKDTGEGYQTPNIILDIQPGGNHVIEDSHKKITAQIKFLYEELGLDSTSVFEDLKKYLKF
# Efflux pump inh: inhibitors of Candida efflux pumps in yeast, primary screen, S. cerevisiae, Nile Red, multiplex. S. cerevisiae Candida pump triplex. inhibition, % at 10 µM. 330,000 compounds, 0.44% hits. AID 485275, 2010;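 active means plate passing quality check with inhibition over a set limit, or well fluorescence over plate mean plus 4 SD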;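 further: Nile Red retained in pooled yeast measured as flow cytometry median fluorescence; 0% = buffer negative control and 100% = Enniatin B positive control; higher means more Nile Red kept so more efflux inhibition; some compounds called inactive have numbers as strong as hits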
# TPT1 inh: Candida albicans TPT1 enzyme inhibitors, primary screen, biochemical, fluorescence polarization. tRNA 2'-phosphotransferase TPT1 (Candida albicans SC5314). recombinant caTPT1, FP RNA substrate dephosphorylation. inhibition, % at 5 µM. 300,000 compounds, 0.81% hits;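 active means inhibition above the mean of all tested compounds plus 3 SD, set per screening campaign, cut at about 24% in these data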;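 further: plate controls were DMSO alone for no effect and ferristatin control at 100 nM for full effect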
# HCV core dimer: inhibitors of HCV core protein dimerization, primary screen, biochemical, TR-FRET, high-throughput; TR-FRET GST/Flag-core106 dimerization, 1536-well; inhibition, % at 5 µM; 300,000 compounds, 0.33% hits;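 active means inhibition above the mean of all tested compounds plus 3 SD, set per screening campaign, cut at about 45% in these data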
#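 assay system = GST-tagged and Flag-tagged HCV core protein residues 1-106 | controls = unlabelled core106 and no-GST-core106 wells | incubation = compound-protein-antibody incubation 4 h at 22.5 °C | probe or stimulus = Eu donor and XL665 acceptor anti-tag antibodies | read-out = % inhibition based on acceptor/donor emission ratio | signal = TR-FRET 671 and 617 nm emission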
# Starred values were filed as active, the others as inactive; ? = inconclusive; nt = no result given.
SMILES,Fh CTSL1 inh,PP1 inh,JMJD2C inh,LYPLA2 counter,PP5 inh,PREPL inh,Efflux pump inh,TPT1 inh,HCV core dimer
C/C(=N\NC(=O)c1cccc(C)c1O)c1ccc(NC(=O)Cc2ccccc2)cc1,2,-3,-5,-1,2.4,-4,-0.1,-3,-3
COc1cccc(OC)c1OCCCCCc1c(C)n[nH]c1C,-2,-2,-4,7,3.7,-9,0.2,-2,-1
Cc1cc(C)nc(SC(C(=O)O)c2ccccc2)n1 (stereo not given),-6,-2,2,3,-0.3,0,0.0,1,4
COc1ccc(-n2nc3c(N4CCC(C(=O)NCc5ccccc5)CC4)nnc(C)c3c2C)cc1,2,5,-9,2,1.6,20,0.1,1,7
CCOC(=O)c1c(S(=O)(=O)NCC(=O)Nc2cc(C)ccc2C)c(C)n(C)c1C,-6,-4,-9,-4,-0.3,2,-0.1,0,-2
COc1ccc(NC2c3ccccc3C(=O)N2Cc2ccco2)cc1OC (stereo not given),1,-1,-4,2,0.5,4,-0.1,-1,-9
CC1=NN(c2ccccc2)C(=O)C1C=Nc1ccc(N(C)C)cc1 (stereo not given),3,-3,-16,1,3.8,18,0.2,42*,-7
COc1ccc(S(=O)(=O)N(C)CC(=O)NCCCn2ccnc2)cc1Cl,-2,0,-22,0,0.5,10,-0.1,-1,-18
NS(=O)(=O)c1cccc(NC(=O)Cn2cc(C(F)(F)F)cc(Cl)c2=O)c1,0,-4,0,0,-1.5,-4,-0.1,-1,6
Cc1occc1-c1nnc(SCC(N)=O)o1,1,-1,12,5,0.4,3,0.0,-3,1
O=C(Nc1ccc2c(c1)OCO2)N1CCOCC1,6,-2,5,-6,1.2,-7,-0.3,0,-3
Cc1ccc(CN(C(=O)c2cc(=O)c3cc(Cl)c(C)cc3o2)C2CCS(=O)(=O)C2)cc1 (stereo not given),1,4,7,2,6.2,16,0.6,5,6
O=C(O)C1CC(=O)N(C2CCCCCC2)C1 (stereo not given),-3,-2,-4,8,-0.3,1,0.2,-3,-13
Cc1ccccc1NC(=S)NCc1ccc2[nH]c3c(c2c1)CCCC3,-3,1,-3,1,2.3,11,0.3,-3,1
CCc1cccc(NC(=O)CN(c2ccc(OC)cc2)S(=O)(=O)c2c(C)n[nH]c2C)c1,4,1,-4,-1,5.0,11,0.1,-3,3
O=C1CCCC2=C1C(c1ccco1)Nc1ccc(C(=O)c3ccccc3)cc1N2 (stereo not given),4,2,0,5,1.6,29,0.0,-1,21
COc1ccc(C2(C)NC(=O)N(CC(=O)NC(C)c3ccc(CC(C)C)cc3)C2=O)cc1 (stereo not given),6,5,-18,11,3.1,11,0.1,-5,-7
CC/C(C)=N\Nc1nc(-c2cc3cc(OC)ccc3oc2=O)cs1,-2,1,0,-8,0.6,15,-0.1,0,6
CCOc1ccc(N(CC(=O)NC2CCCCC2)C(=O)CSc2nnc(COc3ccccc3)o2)cc1,13,1,-1,-1,0.5,0,0.3,4,25
N#C/C(=C\c1ccc(-c2ccc([N+](=O)[O-])cc2)o1)C(=O)Nc1nc(-c2cccs2)cs1,1,1,10,-8,0.6,11,0.1,5,44

# 9 compounds out of the list, sorted by molecular weight, rising:
SMILES,Fh CTSL1 inh,PP1 inh,JMJD2C inh,LYPLA2 counter,PP5 inh,PREPL inh,Efflux pump inh,TPT1 inh,HCV core dimer
Cc1occc1-c1nnc(SCC(N)=O)o1,1,-1,12,5,0.4,3,0.0,-3,1
COc1cccc(OC)c1OCCCCCc1c(C)n[nH]c1C,-2,-2,-4,7,3.7,-9,0.2,-2,-1
CC/C(C)=N\Nc1nc(-c2cc3cc(OC)ccc3oc2=O)cs1,-2,1,0,-8,0.6,15,-0.1,0,6
COc1ccc(NC2c3ccccc3C(=O)N2Cc2ccco2)cc1OC (stereo not given),1,-1,-4,2,0.5,4,-0.1,-1,-9
NS(=O)(=O)c1cccc(NC(=O)Cn2cc(C(F)(F)F)cc(Cl)c2=O)c1,0,-4,0,0,-1.5,-4,-0.1,-1,6
CCOC(=O)c1c(S(=O)(=O)NCC(=O)Nc2cc(C)ccc2C)c(C)n(C)c1C,-6,-4,-9,-4,-0.3,2,-0.1,0,-2
CCc1cccc(NC(=O)CN(c2ccc(OC)cc2)S(=O)(=O)c2c(C)n[nH]c2C)c1,4,1,-4,-1,5.0,11,0.1,-3,3
COc1ccc(-n2nc3c(N4CCC(C(=O)NCc5ccccc5)CC4)nnc(C)c3c2C)cc1,2,5,-9,2,1.6,20,0.1,1,7
CCOc1ccc(N(CC(=O)NC2CCCCC2)C(=O)CSc2nnc(COc3ccccc3)o2)cc1,13,1,-1,-1,0.5,0,0.3,4,25

# (next part)
SMILES,Fh CTSL1 inh,PP1 inh,JMJD2C inh,LYPLA2 counter,PP5 inh,PREPL inh,Efflux pump inh,TPT1 inh,HCV core dimer
Cc1cc(C(=O)NCCc2ccc(S(N)(=O)=O)cc2)no1,1,0,5,4,1.5,9,-0.2,0,0
CCN(CC)S(=O)(=O)c1ccc(/C=C/C(=O)OCC(=O)Nc2ccc(S(N)(=O)=O)cc2)cc1,-2,-1,-2,-4,3.1,4,-0.4,-4,-3
Nc1nnc(COc2ccc(Br)cc2Br)s1,-4,2,-4,-2,3.5,-22,-0.1,0,-3
Cc1cc(C)cc(N2C(=O)C3CC=CCC3C2=O)c1 (stereo not given),8,-5,7,-1,-0.9,-3,0.0,-1,0
O=C(O)COc1ccccc1/C=N/NC(=O)CSc1nc2ccccc2s1,6,-2,1,7,-3.8,2,0.2,-2,2
CC(C)(C)Cc1nnc(NC(=O)c2ccc([N+](=O)[O-])cc2)s1,2,-3,7,2,0.4,-1,-0.3,2,10
CN(Cc1ccc(Cl)cc1Cl)C(=O)CN1C(=O)NC2(CCCC2)C1=O,3,-3,2,2,-1.0,25,-0.1,-4,-5
CCOC(=O)c1[nH]ncc1CN1CCCC(C(=O)c2cccc(OC(C)C)c2)C1 (stereo not given),-2,-1,2,1,3.6,0,0.0,4,8
COc1ccc(S(=O)(=O)Nc2c(C(=O)O)[nH]c3ccc(OC)cc23)c(OC)c1,0,1,1,8,1.7,19,-0.1,1,-14
CN1CCN(C(=O)/C(=C/c2cn(C)c3ccccc23)NC(=O)c2ccccc2)CC1,-5,-2,-1,-4,-0.3,0,0.2,2,-10
CCN(CC)S(=O)(=O)c1ccc(N2CCOCC2)c(NC(=O)C(=O)c2c(-c3ccccc3)cc3ccccn23)c1,-5,11,3,-2,1.4,-12,0.0,-4,29
CCOC(=O)c1c(NC(=O)c2cc(C(C)C)on2)sc(C(C)=O)c1C,0,-1,16,-5,-1.3,-5,0.0,2,7
Cc1ccc2c(c1)N(C(=O)CCC(=O)N1CCN(c3ccccc3)CC1)CCO2,0,1,2,0,0.5,0,0.0,3,9
O=C(COC(=O)CCCNC(=O)c1ccc(Cl)cc1)Nc1cc(Cl)c(Cl)cc1Cl,-3,-5,-2,7,0.3,-5,0.0,0,2
CS(=O)(=O)NCc1ccccc1Br,nt,6,2,0,-0.1,-4,0.0,nt,nt
Nc1nc(SCC(=O)O)[nH]c(=O)c1NC(=O)c1ccco1,-3,0,0,-2,4.4,3,0.0,-6,-10
Cc1cc(C(=O)OCC(=O)NCCc2ccc(S(N)(=O)=O)cc2)c2ccccc2n1,nt,-4,-5,4,-2.7,10,-0.2,nt,nt
COc1ccccc1C(=O)NCc1ccc(-c2nc3ccccc3s2)cc1,-1,0,11,-20,3.6,-25,0.2,2,2
CC1(C)CC(=O)c2cc(C(=O)N3CCCC(C)(C)C3)c(=O)n(-c3ccccc3)c2C1,1,-3,-4,3,-0.1,8,0.0,-1,2
Clc1cccc(Cl)c1CSc1nnc(-c2sccc2-n2cccc2)o1,2,-2,-4,-5,-1.3,-6,-0.3,-2,5
CCOc1ccccc1/C=N/n1c(C2CCCCC2)n[nH]c1=S,-4,4,28,5,2.5,-6,0.0,-1,9
Cc1ccc(S(=O)(=O)NCCC(=O)NCC(c2ccc(F)cc2)N2CCOCC2)cc1 (stereo not given),nt,1,-1,-5,1.1,10,0.5,nt,nt
COCC(C)n1c(SCC(=O)Nc2ccc3c(c2)OCCO3)nc2ccccc2c1=O (stereo not given),nt,-3,10,-11,-1.3,15,0.9,nt,nt
COc1ccc(/C=C/C(=O)Nc2cc(S(=O)(=O)N3CCOCC3)ccc2N2CCCC2)cc1OC,1,-2,52,-5,2.4,9,0.0,2,0
Cc1ccc2c(Cn3ccnc3)cc(=O)oc2c1C,0,-1,-12,-3,-1.2,3,0.2,1,-3
O=C(NCCC1=CCCCC1)c1ccc(-n2cncn2)cc1,nt,-5,2,-2,1.6,2,0.2,nt,nt
Cc1ccc2nc(NC(=O)Cc3cccs3)sc2c1,-2,5,-2,-4,6.5,13,0.0,0,3
O=C(OCc1nnc(-c2ccc(Cl)cc2)o1)c1ccc(O)cc1,-7,2,-4,3,2.0,-13,0.0,1,12
O=[N+]([O-])c1ccc(N2CCN(S(=O)(=O)c3ccccc3[N+](=O)[O-])CC2)cc1NCc1cccnc1,3,10,-4,1,1.1,7,0.2,-3,12
O=C(OCc1cccc2ccccc12)C1CC(=O)N(c2ccccc2)C1 (stereo not given),-31,0,?,4,2.7,3,0.1,-3,7
Cc1nc(-c2ccccc2)nc(Cl)c1Cl,-3,-6,13,-3,1.9,2,-0.2,0,3
Cc1ccccc1NC(=O)c1c(C)nn(-c2ccccc2)c1Cl,2,2,11,6,0.8,11,0.0,-2,-9
CN(Cc1cnn(Cc2ccccc2)c1)C(=O)CN=C1NS(=O)(=O)c2ccccc21,nt,1,5,3,3.4,3,-0.1,nt,nt
Cc1nnc(NC(=O)CSc2nnc(Cc3cccn3C)n2-c2ccccc2)s1,1,0,11,3,-1.6,2,0.0,2,14
CC1CCc2sc3ncnc(N4CCOCC4)c3c2C1 (stereo not given),-1,0,-44,9,1.0,10,0.0,-1,3
CCC(C)NCCCOc1ccc(Cl)cc1C(C)(C)C (stereo not given),0,4,-1,1,4.6,1,0.2,4,-6
CN1CCc2cc3c(c4c2[C@H]1[C@H](O)c1ccccc1-4)OCO3,1,1,119,3,3.9,35,nt,-19,-11
CC(C)c1ccc(N2C=Nc3ccc(C(C)C)cc3C2)cc1,2,3,3,8,3.2,16,0.1,-3,2
O=S(=O)(NCc1cn2ccsc2n1)c1ccc(Oc2ccccc2)cc1,2,-2,2,6,0.8,-15,-0.1,-1,5

# Screens deposited in PubChem by several laboratories.

# A portion of the library. The share of hits here may be higher or lower than overall.
